# From PubChem BioAssay
# Insulin prom up: MIN6 insulin promoter up-regulation | MIN6 insulin promoter-GFP reporter, high-content imaging; hits give high values | z-score at 5 µM | 190,000 compounds, 0.3% hits;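 active = z-score above 3 at 5 µM with at least 500 cells counted in the well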
# WT yeast gro inh: growth inhibition of WT yeast, mitochondrial fusion screen; inhibition, % at 10 µM; mitochondrial fusion phenotypic screen, WT strain; 190,000 compounds, 2.1% hits; AID 1362; in the data active = inhibition above about 58%; tested in S. cerevisiae
# Dynein transport: blocks dynein driven cargo transport along microtubules | 3617.4 mouse cells, GR-EGFP nuclear translocation imaging; test concentration mostly 20 µM; stimulated with dexamethasone, 1 µM; hits give low values | z-score, hits read low | 220,000 compounds, 0.47% hits | AID 1381;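 active = plate z-score of nuclear minus cytoplasmic receptor signal below a set negative limit, without overly bright fluorescence or cell loss, cut at about -3.5 in these data, passing the limit was not always enough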;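 also: z-score of nuclear minus cytoplasmic ring GR-EGFP intensity difference per well; some compounds called inactive have numbers as strong as hits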
#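 Schedule: 48 h induction, then 1 h compound, then 30 min agonist, 37 °C. Buffer or medium: tetracycline-free induction medium containing charcoal-stripped FBS. Reagent: 1.0 µM final dexamethasone stimulus. Evaluation: nuclear versus cytoplasmic GR-EGFP signal, averaged per well. Signal: high-content fluorescence imaging after fixation.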
# XIAP antagonists: small molecules displacing peptide from XIAP – biochemical, IAP family, fluorescence polarization (AID 1018) | XIAP BIR domain, fluorescence polarization peptide displacement; higher % means a stronger effect | 200,000 compounds, 0.007% hits | displacement, % at 20 µM; hits with a dose series show IC50 in µM; in the data active = displacement above about 50%; also: a part of the inactive calls stands beside numbers as strong as those of hits
# Autophagy mod: alters autophagy in cells. calls only at 10 µM (by protocol). 190,000 compounds, 0.98% hits. MEF GFP-LC3 puncta imaging; test concentration mostly 10 µM;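 active = percentage of spot-positive cells more than 3 SD above its plate mean, without a fluorescence outlier flag or 80% toxicity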;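 also: spot-positive cell cutoff set from DMSO-treated cells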
# Hep lipid drop: hepatic lipid droplet formation modulation; AML12 mouse hepatocytes, oleate lipid droplets, BODIPY imaging; inhibition, % at 6.5 µM; 240,000 compounds, 0.4% hits;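 active = lipid droplet intensity inhibited by at least 50%, with more than 500 cells counted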
#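 System: AML12 hepatocytes (mouse). Probe or stimulus: oleic acid at 100 µM to induce lipid droplet formation. Times: overnight treatment with compound plus oleate. Detection: Image-based BODIPY and DAPI two-channel analysis. Evaluation: percent inhibition of filter-corrected integrated lipid droplet intensity per well.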
# CSM14.1 death rescue: protection against thapsigargin-triggered cell killing – 384-well, CSM14.1, ATP luminescence, primary screen (AID 1222); 190,000 tested, under 10 active; cellular ATP content (survival), % at 20 µM; hits with a dose series show EC50 in µM; CSM14.1 thapsigargin-induced death rescue, ATP luminescence; higher % means a stronger effect;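 active = EC50 below 50 µM in the dose-response confirmation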;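 also: death triggered by thapsigargin at about 15 µM added after 2 h compound pretreatment; cell ATP read after overnight thapsigargin exposure of roughly 18 to 22 hours; normalized against plate controls of thapsigargin alone and 5% DMSO vehicle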
# bCat nuc transl: beta-catenin nuclear translocation modulation | HeLa beta-catenin nuclear translocation, immunofluorescence imaging | nuclear translocation activity, % at 5 µM | 190,000 compounds, 0.3% hits | AID 1665;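 active = nuclear translocation activity above 50% at 5 µM, with a well cell count of 50 or more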;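 also: per-cell ratio of nuclear to cytoplasmic median beta-catenin stain intensity; plate controls were DMSO negative control for no effect and GSK-3 inhibitor IX positive control for full effect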
#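 Read-out: Nuclear/cytoplasmic beta-catenin signal ratio, % activation | Assay system: Human HeLa cell line | Times: 24 h compound exposure at 37°C, 5% CO2 | Signal: Fluorescence imaging of beta-catenin antibody stain plus DAPI | Dosing: 5 µM primary, 0.02–20 µM confirmation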
# MT stabilize HCS: microtubule stabilizers in HeLa cells | HeLa tubulin immunostaining HCS, 24 h; share of cells brighter than vehicle mean+2SD | % tubulin-high responders, % at 10 µM | 200,000 compounds, 0.83% hits;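 active = plate Z-score above 3 for both tubulin-high and condensed-nucleus cell shares, with cell loss under 80%, at 10 µM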;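 also: anti alpha tubulin signal scored within the nucleus-defined area of each cell; some results filed as inactive read as strong as hits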
# WT yeast gro inh mutant strain: second read-out of WT yeast gro inh, no call of its own (marks repeat the call); inhibition, %; mitochondrial fusion phenotypic screen, mutant strain inhibition
# Dynein transport cytoplasmic EGFP: also measured in Dynein transport; calls as there; z-score; measured here: cytoplasmic GR-EGFP intensity; hits give high values
# Dynein transport nuclear GR-EGFP: also measured in Dynein transport; calls as there; z-score; measured here: nuclear GR-EGFP intensity;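 lower value marks the stronger effect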
# Dynein transport cell count: further read-out of Dynein transport, marked with its call; z-score; measured here: cell count per field
# Insulin prom up cell count: recorded beside Insulin prom up, whose call it bears; cell count; measured here: cytotoxicity, nuclei count;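 total cells summed across four imaged fields per well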
# Hep lipid drop cells 6.5 µM: also measured in Hep lipid drop; calls as there; cell count; measured here: cell count, cytotoxicity flag;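 cells counted across two imaged fields per well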
# bCat nuc transl cell count 5 µM: recorded beside bCat nuc transl, whose call it bears; cell count; measured here: cell count, cytotoxicity flag
# MT stabilize HCS Hoechst-high %: recorded beside MT stabilize HCS, whose call it bears; % Hoechst-high responders; measured here: nuclear condensation Hoechst responders;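 share of cells brighter than vehicle mean plus two SD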
# MT stabilize HCS cytotoxicity %: second read-out of MT stabilize HCS, no call of its own (marks repeat the call); toxicity, %; measured here: cytotoxicity by cell density;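 0% = mean cell density of plate MIN control wells and 100% = no cells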
# Autophagy mod cell loss 18 h: second read-out of Autophagy mod, no call of its own (marks repeat the call); toxicity, %; measured here: cell loss, nuclei count;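 cell loss after 18 h compound exposure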
# An asterisk follows results filed as active; i = inactive; . = not tested or not shown. An unsorted share of the library; about 4% have a hit in one of these screens.
# The opening 2 records as a preview:
SMILES	Insulin prom up	Insulin prom up cell count	WT yeast gro inh	WT yeast gro inh mutant strain	Dynein transport	Dynein transport cytoplasmic EGFP	Dynein transport nuclear GR-EGFP	Dynein transport cell count	XIAP antagonists	Autophagy mod	Autophagy mod cell loss 18 h	Hep lipid drop	Hep lipid drop cells 6.5 µM	CSM14.1 death rescue	bCat nuc transl	bCat nuc transl cell count 5 µM	MT stabilize HCS	MT stabilize HCS Hoechst-high %	MT stabilize HCS cytotoxicity %
COc1ccc(/C=N/N=C2/NC(=O)C(CC(=O)NC(N)=O)S2)cc1 (stereo not drawn)	1.4	1207	6	13	0.36	-0.29	0.39	-0.51	-5.2%	i	12	0	707	-1.6%	-1.7	1113	3.6	0.7	2.0
O=C(CC(c1ccccc1)c1ccccc1)OCn1nnc2ccccc2c1=O	0.13	873	26	34	-0.2	-0.28	-0.077	0.83	-2.4%	i	12	-21	767	-2.9%	-2.3	1153	2.3	2.2	9.1

# All compounds of this part, previewed entries included:
SMILES	Insulin prom up	Insulin prom up cell count	WT yeast gro inh	WT yeast gro inh mutant strain	Dynein transport	Dynein transport cytoplasmic EGFP	Dynein transport nuclear GR-EGFP	Dynein transport cell count	XIAP antagonists	Autophagy mod	Autophagy mod cell loss 18 h	Hep lipid drop	Hep lipid drop cells 6.5 µM	CSM14.1 death rescue	bCat nuc transl	bCat nuc transl cell count 5 µM	MT stabilize HCS	MT stabilize HCS Hoechst-high %	MT stabilize HCS cytotoxicity %
COc1ccc(/C=N/N=C2/NC(=O)C(CC(=O)NC(N)=O)S2)cc1 (stereo not drawn)	1.4	1207	6	13	0.36	-0.29	0.39	-0.51	-5.2%	i	12	0	707	-1.6%	-1.7	1113	3.6	0.7	2.0
O=C(CC(c1ccccc1)c1ccccc1)OCn1nnc2ccccc2c1=O	0.13	873	26	34	-0.2	-0.28	-0.077	0.83	-2.4%	i	12	-21	767	-2.9%	-2.3	1153	2.3	2.2	9.1
Cc1cc(NCCO)c2ccccc2n1	-0.33	1617	-9	8	-1.1	-0.24	-1.1	1.4	2.3%	i	3	.	.	-1.0%	1.1	1320	3.1	2.0	4.8
NC(N)=NS(=O)(=O)c1ccc(NC(=S)NC(=O)c2ccc3c(c2)OCO3)cc1	0.9	1111	3	-1	0.28	-0.24	-0.018	0.49	-8.6%	i	12	3	725	-1.5%	0.0	1068	1.6	1.4	5.3
COc1ccc2nc(SCC(=O)N3CCCCCC3)c(C#N)cc2c1	.	.	0	-4	0.024	-0.21	0.22	-0.26	4.2%	i	1	.	.	-1.3%	-3.0	962	3.5	1.4	3.8
O=C(O)c1cccc(S(=O)(=O)N2CCCC2)c1	-0.21	1220	-3	-28	-0.05	-0.31	0.043	-0.08	2.5%	i	-9	.	.	0.0%	-3.0	905	6.0	4.0	3.4
Cc1ccc(O)c(-c2cc(-c3cccc(Br)c3)n[nH]2)c1	0.65	1453	93	95	-0.088	-0.17	-0.11	-0.98	-4.4%	i	5	16	732	3.2%	0.5	1516	18*	30*	26*
Cc1cc2c(=O)n(CC(=O)N3CCN(c4ccccc4)CC3)cnc2s1	-0.28	1170	15	16	-0.32	-0.23	0.34	-0.028	-3.6%	i	1	-4	706	.	.	.	7.6	2.2	0.8
COc1ccc(-c2cc(C(F)(F)F)nc(NCc3ccco3)n2)cc1OC	-1.2	1580	4	2	-0.069	-0.25	0.023	0.3	-4.2%	i	18	.	.	1.1%	-0.3	1285	3.8	1.8	0.3
O=C(Nc1cccc(NC(=O)c2nccc3ccccc23)c1)c1ccco1	0.83	1271	.	.	.	.	.	.	-2.3%	.	.	.	.	1.6%	-2.9	846	.	.	.
Nn1c(Nc2ccccc2)nc2sc3c(c2c1=O)CCC3	-0.43	1294	31	50	-0.58	-0.11	-0.084	0.6	-17%	i	-3	9	759	-3.5%	-4.2	1146	4.5	4.5	1.1
Cc1cc(=O)n(CCCO)c(O)c1C#N	-0.02	1528	-19	-2	-0.29	-0.098	0.028	0.059	-2.5%	i	-12	.	.	-0.5%	-5.0	1012	0.9	1.4	9.5
CN(CC(=O)NC(=O)NC(C)(C)C)CC(=O)Nc1ccccc1Cl	-0.33	1053	8	3	-0.1	-0.26	0.23	-0.27	-4.0%	i	9	-28	716	0.2%	-3.3	1086	4.6	1.7	22
CN1C(=O)C(CC(=O)NCCc2ccccc2)N(NC(=O)c2ccc(Cl)cc2)C1=S (stereo not drawn)	1.3	1093	.	.	-0.62	-0.24	-0.66	0.71	.	.	.	-59	683	.	-0.6	1338	.	.	.
Cc1ccc(-c2cc(C(=O)Nc3cnn(C45CC6CC(CC(C6)C4)C5)c3)no2)cc1	0.65	1225	13	13	-0.75	-0.29	-0.51	0.81	-0.3%	i	-10	9	787	-1.7%	-0.1	1088	3.5	2.4	8.2

# The list continues:
SMILES	Insulin prom up	Insulin prom up cell count	WT yeast gro inh	WT yeast gro inh mutant strain	Dynein transport	Dynein transport cytoplasmic EGFP	Dynein transport nuclear GR-EGFP	Dynein transport cell count	XIAP antagonists	Autophagy mod	Autophagy mod cell loss 18 h	Hep lipid drop	Hep lipid drop cells 6.5 µM	CSM14.1 death rescue	bCat nuc transl	bCat nuc transl cell count 5 µM	MT stabilize HCS	MT stabilize HCS Hoechst-high %	MT stabilize HCS cytotoxicity %
Cc1ccc(NC(Cc2cc(C)no2)c2ccccc2)cc1 (stereo not drawn)	-0.29	1299	14	-20	0.7	-0.33	0.029	-0.25	-9.6%	i	9	-2	709	-1.3%	.	.	1.4	3.3	16
Cc1sc(NC(=S)NC(=O)c2ccc(C(C)(C)C)cc2)c(C#N)c1C	-0.25	912	12	11	-0.89	1.1	-0.11	0.5	-3.5%	i	-12	-13	737	-1.3%	1.4	1093	1.3	0.4	6.5
COc1ccc(NC(=O)C2CCC(C)(C(=O)O)C2(C)C)cc1 (stereo not drawn)	-0.13	1388	-1	6	0.27	-0.3	0.39	0.63	-6.5%	i	8	5	779	4.7%	-1.5	1191	1.8	1.5	5.4
CN(C)S(=O)(=O)c1ccc(C(=O)N2CCN=C2SCc2ccccc2)cc1	.	.	-5	-9	0.5	-0.23	0.29	-0.2	-7.5%	i	18	5	685	-2.0%	0.5	1150	2.3	1.6	6.6
CC(C)N(CCNS(=O)(=O)c1ccc(Cl)cc1)C(C)C	-0.2	1034	-13	-29	-0.94	-0.3	-0.37	0.49	-9.4%	i	-8	4	811	-0.5%	.	.	3.1	1.8	4.9
O=C(NCc1ccccc1Cl)c1ccc[nH]1	0.51	1444	6	7	-0.68	-0.27	-0.23	0.95	-3.2%	i	16	-9	731	-1.8%	1.1	1510	1.4	1.6	1.4
O=C(C(Cl)Cl)N1CCN(Cc2ccccc2)CC1	0.68	1496	14	3	2.2	-0.15	0.91	-0.75	-2.8%	i	6	10	610	-1.2%	4.6	1041	4.7	1.4	0.5
Cc1ccc2nc(-c3ccccc3)cc(C(=O)NCCCn3ccnc3)c2c1	-0.07	1549	-12	-8	-0.23	-0.21	-0.15	0.47	-6.3%	i	-8	.	.	2.1%	-0.4	1315	0.9	1.4	7.2
NS(=O)(=O)c1ccc(NC(=S)N2CCN(c3ccc(Cl)c(Cl)c3)CC2)cc1	0.18	1292	-11	-6	-0.67	-0.24	0.18	0.68	0.5%	i	-8	9	627	-2.4%	-0.5	458	2.9	2.7	7.5
CC(C)Cc1cc(C(=O)Nc2cc(Br)ccc2O)no1	0.24	2005	38	7	0.071	-0.18	0.38	0.3	-3.9%	i	-1	-1	610	.	0.6	1356	2.3	3.5	8.7
COc1cccc(CC(=O)Nc2ccc(-c3csc(C)n3)cc2)c1	-0.1	1140	.	.	0.45	-0.19	0.015	0.048	.	.	.	7	680	.	-0.7	1312	.	.	.

# Some of these compounds in order of the Dynein transport value, ascending:
mol | Dynein transport
O=C(NCc1ccccc1Cl)c1ccc[nH]1 | -0.68
NS(=O)(=O)c1ccc(NC(=S)N2CCN(c3ccc(Cl)c(Cl)c3)CC2)cc1 | -0.67
Cc1ccc2nc(-c3ccccc3)cc(C(=O)NCCCn3ccnc3)c2c1 | -0.23
COc1cccc(CC(=O)Nc2ccc(-c3csc(C)n3)cc2)c1 | 0.45
CN(C)S(=O)(=O)c1ccc(C(=O)N2CCN=C2SCc2ccccc2)cc1 | 0.5
Cc1ccc(NC(Cc2cc(C)no2)c2ccccc2)cc1 (stereo not drawn) | 0.7
